# Assay outcomes (PubChem BioAssay)
# Apaf1 inhib – inhibitors of human Apaf-1 apoptosome, primary screen, biochemical, DEVD-Rh110 fluorescence, uHTS | Apoptotic protease-activating factor 1 (Homo sapiens), O14727 | reconstituted apoptosome caspase-3 activity | inhibition, % at 20 µM | 330,000 tested, 0.71% active | AID 489030, 2010; active = inhibition of at least 40% at 20 µM;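 note: plate controls were DMSO wells for no effect and DEVD-CHO caspase inhibitor wells for full effect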
#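 Material: reconstituted apoptosome with Apaf-1, cytochrome c, caspase-9, procaspase-3, dATP. Technique: Rh110 fluorescence intensity. Buffer or medium: pH 7.5 Hepes buffer with CHAPS, BSA, DTT. Times: 30 min plus 50 min, RT.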
# mIAP activ – activators of mouse IAP, primary screen, biochemical, luminescence, uHTS; AID 2805, 2010; activation factor at 10 µM; intestinal alkaline phosphatase [Mus musculus]; muIAP, CDP-Star luminescence, 30 min; active compounds read high; 1 = vehicle-only enzyme signal, 0 = enzyme-free wells; 330,000 tested, 0.24% active;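 active = activation factor of at least 2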; note: the source names both 10 and 20 µM as test concentration; values of inactives mirror those of a sister screen read the other way
#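 Assay system: mouse IAP enzyme; Reagent: CDP-Star chemiluminescent phosphatase substrate; Compound: DMSO-dissolved test compounds; Incubation: 30 min, room temperature; Technique: luminescence from enzymatic CDP-Star hydrolysis; Controls: DMSO-only wells and no-enzyme negative control.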
# ATG4B inhibitor – ATG4B protease inhibitors, primary screen, biochemical, fluorescence, uHTS. inhibition, % at 8.33 µM. ATG4B cleavage of LC3-PLA2, NBD-HPC fluorescence, 1 h. Cysteine protease ATG4B (Homo sapiens), Q9Y4P1. 340,000 tested, 0.51% active. AID 504462, 2011; in the data active = inhibition above about 40%
# Target sequence (Q9Y4P1 whole entry, looked up): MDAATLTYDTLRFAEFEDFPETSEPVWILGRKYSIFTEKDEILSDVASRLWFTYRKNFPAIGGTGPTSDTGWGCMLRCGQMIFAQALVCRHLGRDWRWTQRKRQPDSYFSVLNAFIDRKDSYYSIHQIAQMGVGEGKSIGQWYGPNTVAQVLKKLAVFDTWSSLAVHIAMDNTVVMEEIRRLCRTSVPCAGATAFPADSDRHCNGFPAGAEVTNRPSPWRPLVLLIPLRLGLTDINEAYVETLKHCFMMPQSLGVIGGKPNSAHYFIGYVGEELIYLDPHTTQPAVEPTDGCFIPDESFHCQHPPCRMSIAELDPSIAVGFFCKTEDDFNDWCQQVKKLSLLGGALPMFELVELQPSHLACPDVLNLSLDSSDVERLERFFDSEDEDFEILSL
# hIAP block – human IAP inhibitors, primary screen, biochemical, luminescence, uHTS. Intestinal-type alkaline phosphatase (Homo sapiens), P09923. purified IAP, CDP-Star luminescence, 30 min. inhibition, % at 10 µM. 330,000 tested, 0.12% active;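 active = inhibition reaching a set limit with compound at 10 µM in the primary screen, cut at about 35% in these data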;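 note: plate controls were DMSO wells with enzyme for no effect and no-enzyme buffer wells for full effect; values of inactives mirror those of a sister screen read the other way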
# Target sequence (P09923 whole entry, looked up): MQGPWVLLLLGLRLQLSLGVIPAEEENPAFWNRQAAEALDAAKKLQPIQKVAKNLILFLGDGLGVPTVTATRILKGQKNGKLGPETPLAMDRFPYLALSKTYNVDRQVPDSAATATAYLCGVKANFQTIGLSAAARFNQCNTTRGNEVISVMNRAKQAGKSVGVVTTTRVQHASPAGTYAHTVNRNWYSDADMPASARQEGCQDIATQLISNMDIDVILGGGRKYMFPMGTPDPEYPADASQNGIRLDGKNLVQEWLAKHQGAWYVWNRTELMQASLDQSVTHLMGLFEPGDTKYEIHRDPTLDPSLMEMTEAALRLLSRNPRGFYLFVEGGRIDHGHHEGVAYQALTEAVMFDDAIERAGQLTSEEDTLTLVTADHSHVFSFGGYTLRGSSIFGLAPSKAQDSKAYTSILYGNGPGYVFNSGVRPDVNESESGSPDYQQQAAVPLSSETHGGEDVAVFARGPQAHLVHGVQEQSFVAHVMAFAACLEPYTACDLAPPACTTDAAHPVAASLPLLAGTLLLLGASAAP
# tim10-1 inh – growth inhibitors of tim10-1 mutant yeast, primary screen, luminescence, uHTS; 330,000 tested, 2.2% active; inhibition, % at 20 µM; S. cerevisiae tim10-1 ts strain growth, BacTiter-Glo, 24 h;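 active = inhibition of at least 40%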;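 note: mutant grown at 25 °C; 0% = DMSO wells with yeast and 100% = wells holding no yeast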
# TIM10 inh – growth inhibitors of isogenic TIM10 control yeast, primary screen, counter-screen for tim10-1 yeast inhibitor project, luminescence, uHTS; S. cerevisiae TIM10 strain growth, BacTiter-Glo luminescence, 24 h; inhibition, % at 10 µM; AID 463195, 2010; 330,000 tested, 1.4% active;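 active = inhibition of 40% or more at the single tested concentration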;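 note: wild-type TIM10 isogenic control strain grown at permissive 25 °C; 0% = DMSO yeast wells and 100% = minimal medium wells without yeast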
# NLRP3 yeast inh – NALP3 inflammasome inhibitors in reconstituted yeast, primary screen, luminescence, uHTS. 330,000 tested, 0.39% active. inhibition, % at 10 µM. AID 2825, 2010. Yeast reconstituted NLRP3/ASC/caspase-1, beta-gal luminescence, 24 h;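 active = inhibition of 50% or more; inactive = inhibition below 50%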;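 note: plate controls were induced DMSO wells for no effect and uninduced yeast grown without galactose for full effect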
# mIAP inh – inhibitors of mouse IAP, primary screen, biochemical, luminescence, uHTS | purified mouse IAP, CDP-Star luminescence, 30 min | inhibition, % at 10 µM | 330,000 tested, 0.2% active;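 active = inhibition of at least 40% at 10 µM in the primary screen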;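 note: plate controls were DMSO with enzyme for no effect and no enzyme wells for full effect; values of inactives mirror those of a sister screen read the other way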
# hIAP act – human IAP activators, primary screen, biochemical, luminescence, uHTS; Intestinal-type alkaline phosphatase (Homo sapiens), P09923; purified human IAP, CDP-Star luminescence, 30 min; active compounds read high; 1 = vehicle-only enzyme, 0 = enzyme-free background; activation factor at 10 µM; 330,000 tested, 0.16% active; AID 2524, 2010;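 active = activation factor of the enzyme at least 2-fold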; note: the source names both 10 and 20 µM as test concentration; values of inactives mirror those of a sister screen read the other way
# * = called active by the depositor; · = no result given.
SMILES,Apaf1 inhib,mIAP activ,ATG4B inhibitor,hIAP block,tim10-1 inh,TIM10 inh,NLRP3 yeast inh,mIAP inh,hIAP act
C=CCNC(=O)/C(C#N)=C/c1c(N2CCCCCC2)nc2ccccn2c1=O,10.9,1.02,-5.2,1.5,18.6,0.7,9.5,-2.0,0.985
CCNc1nc(NC(C)C)nc(ON=C(C)C)n1,0.3,0.998,·,3.0,-6.7,-0.8,4.0,0.2,0.97
COc1cccc(C(=O)NC2CCN(C(=O)N3c4ccccc4Sc4ccccc43)CC2)c1,2.5,1.35,11.8,7.9,20.6,11.6,-5.6,-34.8,0.921
O=c1c2ccccc2cnn1Cc1n[nH]c(=S)n1-c1ccc(Cl)cc1,0.9,1.13,-14.2,-2.5,4.1,-3.2,17.3,-13.4,1.02
COCCn1c(=O)[nH]c2cc(C(=O)NCCCN3CCN(c4ccc(F)cc4)CC3)ccc2c1=O,0.3,1.01,-15.8,19.5,2.3,-1.8,10.8,-0.6,0.805
O=C(OCc1nc2ccccc2s1)c1ccc(Br)s1,2.3,0.955,-1.8,11.5,11.0,17.5,22.6,4.5,0.885
CC(C)(C)c1cc(CNC2CS(=O)(=O)C[C@@H]2O)cc(C(C)(C)C)c1O (some centres undefined),-1.2,0.981,-14.7,-6.0,16.2,-4.4,14.1,1.9,1.06
Cc1ccc(C)c(OCc2nnc(N)s2)c1,-1.4,0.938,-0.5,1.8,-5.9,-5.5,15.1,6.2,0.982
CC1(C)CC(NC(=O)c2cccc(S(=O)(=O)N(Cc3ccccc3)c3ccccc3)c2)CC(C)(C)N1,23.2,0.981,-5.7,6.4,-12.1,9.2,-13.3,1.9,0.936
O=C1CC(N2CCCCCC2)C(=O)N1c1ccc2c(c1)OCO2 (centres undefined),-1.2,1.11,-4.5,4.8,39.0,25.3,17.5,-10.7,0.952
Cc1ccc(S(=O)(=O)N2CCN(C(=O)CSc3ncn[nH]3)CC2)cc1,-5.9,1.06,-9.3,-0.5,-4.9,6.3,14.5,-6.0,1
CSc1nc(Oc2ccc(F)cc2)c2ccccc2n1,16.1,0.986,12.5,8.6,17.7,9.9,-2.2,1.4,0.914
COc1ccc(C(=O)Nc2nc(C)c(C(=O)N(C)C)s2)cc1OC,-4.1,0.972,-13.1,8.0,9.4,8.7,3.2,2.8,0.92
O=C(CC(c1ccccc1)c1ccccc1)Nc1ccc(O)cc1,-0.2,0.955,-2.0,-34.7,9.2,14.2,20.5,4.5,1.35
Cc1ccc(NC(=O)Cc2nc(CSc3nnc(-c4ccc5c(c4)OCO5)o3)cs2)cc1,17.4,1.01,-20.7,10.6,17.7,15.6,11.5,-1.5,0.894
COc1ccc2c(c1)OC/C(=C/c1cccs1)C2=O,-94.0,1.04,17.4,-5.9,22.8,28.4,28.4,-4.3,1.06
O=C(Nc1cccc2ccccc12)c1ccccc1Cl,1.9,0.941,-2.6,3.2,13.9,31.4,1.4,5.9,0.968
CCOC(=O)c1cc(-c2ccc(OC)cc2F)nc2c1c(C)nn2CCC#N,15.4,0.977,-15.0,9.2,27.2,22.9,7.4,2.3,0.908
O=C(c1cc(-c2cccs2)on1)N1CCN(c2ccc(F)cc2)CC1,3.4,0.894,0.3,14.7,19.4,18.2,7.2,10.6,0.853
Cc1ccc(SC(c2ccc(C)cc2)C(Cn2cncn2)C(=O)c2ccccc2)cc1 (centres undefined),11.9,0.856,-1.5,7.8,0.8,5.0,5.7,14.4,0.922
Cc1ccnc(N2CCCC(C(=O)NC3CC3)C2)n1 (centres undefined),5.8,1.06,3.8,-9.7,0.1,-5.8,-2.1,-6.0,1.1
CCOC(=O)c1c(C)[nH]c(C)c1S(=O)(=O)N1CCN(c2cccc(C)c2)C(C)C1 (centres undefined),13.2,1.21,-4.9,-10.2,9.4,6.3,-0.2,-20.7,1.1
CCOC(=O)/C(C(C)=O)=C1\OC(=O)c2ccccc21,7.7,1.05,0.4,-2.5,15.3,-15.3,6.9,-4.8,1.02
C=CCn1c(N(C)C)nc2c1c(=O)[nH]c(=O)n2C,10.2,1.09,1.9,-2.7,-5.8,3.9,15.7,-9.3,1.03
O=C1S/C(=C\c2ccc(O)c([N+](=O)[O-])c2)C(=O)N1Cc1cccc([N+](=O)[O-])c1,8.2,0.804,32.9,19.8,9.4,4.6,28.8,19.6,0.802
Cc1nc(N2CCC(C)CC2)c2nnn(Cc3ccccc3)c2n1,18.5,1.01,-0.9,1.4,5.4,15.5,12.8,-0.7,0.986
CCn1c2ccccc2c2cc(NC(=O)C3CCN(S(=O)(=O)c4cccs4)CC3)ccc21,-3.0,2.96*,-6.4,-14.2,12.4,-14.8,-3.5,-196.0,1.14
CNc1nnc(-c2ccc(N(C)C)cc2)s1,-10.5,1.1,-2.1,14.0,-21.7,4.2,6.7,-10.0,0.86
CCCCn1c2c(c(=O)n(C)c1=O)C(c1ccc(OC)cc1)N1CCCCCC1=N2 (centres undefined),18.8,0.912,-11.1,-4.5,32.1,15.1,-8.2,8.8,1.04
Cc1ccc(-c2nnn(CC(=O)N(CCO)C(C(=O)NC3CCCCC3)c3ccncc3)n2)o1 (centres undefined),-3.7,0.92,5.6,-7.1,-22.4,-14.8,4.5,8.0,1.07
O=C(c1cnc2sccn2c1=O)N1CCN(c2ccccc2Cl)CC1,-9.6,1.09,28.9,-5.5,8.0,-7.9,3.7,-8.6,1.05
COCCCNC(=S)N1CCN(C(=O)c2ccco2)CC1,-4.3,1,-4.0,9.7,2.6,3.7,4.5,-0.2,0.903
CC1(C)CC(=O)C=C(N2CCNCC2)C1,1.9,0.988,-5.6,9.3,-1.9,-5.8,19.3,1.2,0.907
CCCN(CCC)Cc1c(C(=O)N/N=C/c2ccsc2)nnn1-c1nonc1N,15.2,0.941,-12.0,-5.0,9.3,-1.9,5.0,5.9,1.05
COc1ccc(OC)c(S(=O)(=O)Nc2ccc(Oc3ccccc3)cc2)c1,2.2,0.941,-16.1,15.3,32.7,24.2,10.0,5.9,0.847
O=C1OC[C@@H]2CCCN2C(=O)[C@@H](CC(=O)N(CCO)Cc2ccccc2)C/C=C\CC[C@H]1Cc1ccc(F)cc1,19.1,1.08,9.0,-3.8,8.8,4.6,18.1,-7.6,1.04
CSCCOC(=O)c1[nH]c2c(c1C)C(=O)CC(c1ccco1)C2 (centres undefined),-2.8,0.888,4.3,13.2,15.9,3.8,20.5,11.2,0.868
O=C(NC1CC1)C1CCN(c2ncnc3c2sc2cccc(F)c23)CC1,2.8,0.941,1.3,14.0,-18.1,16.6,16.5,5.9,0.86
CCOC(=O)CNC(=O)N1CCCC(CNS(=O)(=O)c2cccs2)C1 (centres undefined),-0.4,1.02,4.5,3.3,-8.7,-6.7,12.5,-2.2,0.967
CCOC(=O)N1CCC(N2CCCC(C(=O)c3cc(F)ccc3OC)C2)CC1 (centres undefined),2.5,1.08,-7.2,-19.4,-10.6,-22.9,9.0,-8.2,1.19
COc1ccc2nc(N=NC3=C(O)CC(C)(C)CC3=O)sc2c1,9.8,0.884,1.2,22.8,32.8,31.8,5.4,11.6,0.772
Cc1ccc(N(CC(=O)NCCc2ccccc2)S(=O)(=O)c2c(C)noc2C)cc1,12.1,1.13,-3.9,-17.0,31.4,15.9,7.8,-12.7,1.17
O=C(O)/C=C/c1ccc2ccccc2n1,-19.9,1.05,-3.4,-6.6,8.1,8.8,8.1,-4.8,1.07
O=C(Cc1c(C(=O)O)[nH]c2ccccc12)Nc1ccc2c(c1)OCO2,0.4,0.958,-4.7,-6.5,-0.9,10.0,1.2,4.2,1.06
CN1CCN(S(=O)(=O)c2ccc(NC(=O)c3cccc(S(=O)(=O)N4CCCC4)c3)cc2)CC1,0.3,0.992,-15.4,9.6,16.3,-12.3,2.8,0.8,0.904
CCSCCOC(=O)C1=C(C)N(C)C(=O)NC1c1ccc2c(c1)OCO2 (centres undefined),-0.9,1.08,-3.5,9.5,13.6,3.1,13.1,-8.4,0.905
COCCCN=C1NN=C(c2cc(C)n(-c3ccccc3)c2C)CS1,3.6,0.926,-1.4,0.3,17.9,-1.0,8.0,7.4,0.997
CCC(=O)NC(C)C(c1cccs1)N1CCOCC1 (centres undefined),3.7,1.01,4.7,-28.2,3.1,6.2,-2.9,-0.7,1.28
CCn1c(SC2CCOC2=O)nnc1-c1ccc(Cl)cc1 (centres undefined),-11.5,0.877,-9.8,-8.5,5.2,5.1,14.4,12.3,1.08
COc1ccc(N(C)C(=O)CC2(CC(=O)O)CCCCC2)cc1,2.8,1.08,-2.4,-15.4,14.8,0.1,16.2,-8.2,1.15
CCOc1ccc(-n2c(SCC(=O)Nc3nccs3)nc3c(c2=O)SCC3)cc1,-22.7,0.984,-3.5,19.5,-1.7,-9.3,-6.2,1.6,0.805
Cc1cccc(OCC(=O)OCC(=O)c2c(N)n(C)c(=O)n(C)c2=O)c1C,8.7,1.13,-2.2,1.9,21.1,2.2,-1.9,-13.2,0.981
CCOc1ccccc1NC(=O)C(=O)N/N=C/c1cc(Br)ccc1O,3.4,0.89,0.9,-25.7,25.0,18.0,0.8,11.0,1.26
O=C(Cn1nnc(-c2ccc(Cl)cc2)n1)NC1CCN(Cc2ccccc2)CC1,4.1,1.05,-13.5,-11.9,12.6,-13.1,22.8,-4.9,1.12
O=C(CCc1nnc(COc2ccccc2)o1)NCc1ccccc1C(F)(F)F,-9.2,0.986,-1.5,0.2,-0.4,-6.5,3.0,1.4,0.998
COc1ccccc1N(CC(=O)NCCSCc1ccccc1Cl)S(C)(=O)=O,4.6,1.05,-0.7,-16.7,12.1,13.2,15.5,-5.2,1.17
